# DPM-DC inhibit – inhibitors of Streptococcus pneumoniae diphosphomevalonate decarboxylase. purified DPM-DC, PK/LDH coupled NADH fluorescence. calls only at 10 µM. hit rate 0.49% among 65,000;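 active = the 320 compounds with the highest percent inhibition in the single-dose primary screen, excluding strongly autofluorescent ones, cut at about 32% in these data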;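 note: kinetic rate of NADH fluorescence loss reporting ADP formed by the decarboxylase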
# LYP phosphatase – LYP phosphatase inhibitors, primary screen, biochemical, DiFMUP fluorescence, recombinant catalytic domain, 10 µM (AID 606); recombinant LYP catalytic domain, DiFMUP fluorescence; higher % means a stronger effect; one-dose inhibition, % at 10 µM; IC50 in µM for titrated hits; 52,000 tested, under 10 active;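 active = IC50 under 40 µM in the dose-response test; inactive = IC50 of 40 µM or more, or never dose-tested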
# HT1080 viability – HT1080 cell viability loss – fluorescence readout (AID 620) | HT1080 viability, fluorescence; higher % means a stronger effect | cytotoxicity, % at 10 µM; hits with a dose series show EC50 in µM | hit rate 0.42% among 87,000;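 note: cells exposed to compound overnight then 4 h with Alamar Blue; 0% = vehicle DMSO and 100% = killing control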
# HPDE-C7 viability – HPDE-C7 pancreatic duct cell viability loss – fluorescence, HTS (AID 430) | HPDE-C7 pancreatic duct cells viability, fluorescence; higher % means a stronger effect | cytotoxicity, % at 10 µM; hits with a dose series show EC50 in µM | hit rate 1.8% among 63,000;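 note: cells exposed to compound for 48 hours before viability readout; 0% = vehicle and 100% = reference cytotoxic drug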
# Bfl-1 inhibitors – displacement of Bid BH3 peptide from Bfl-1 – biochemical, fluorescence polarization, FITC-Bid, mouse, primary screen (AID 432). FITC-Bid BH3 peptide fluorescence polarization displacement; higher % means a stronger effect. displacement, % at 20 µM, or IC50 in µM where a hit was titrated. hit rate 0.02% among 64,000; in the data active = a potency from the dose series; inactive = the rest, 99 in 100 with displacement below about 15%; note: strong numbers were not always called active
# Alkaline phosphatase – human TNAP enzyme inhibitors, biochemical, luminescent (AID 518); purified TNAP enzyme, luminescent substrate readout; higher % means a stronger effect; inhibition, % at 20 µM; hits with a dose series show IC50 in µM; hit rate 0.09% among 64,000; in the data active = a potency from the dose series; inactive = the rest, 99 in 100 with inhibition below about 22%;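 note: plate controls were vehicle for no effect and reference inhibitor for full effect; many of its hits are not listed in these tables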
# PMK inhibit – S. pneumoniae PMK inhibition; inhibition, % at 10 µM; purified PMK, PK/LDH-coupled NADH absorbance 340 nm; AID 539; hit rate 0.49% among 65,000;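 active = top-ranked compounds by inhibition in the single 10 µM screen, taking a fixed number of the strongest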;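 note: 0% = full reaction with DMSO carrier and 100% = background rate without enzyme reaction; no value below 0 was filed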
# HPDE-C7K KRASV12 – viability loss of HPDE-C7K cells – cell-based, fluorescence, HTS, primary screen (AID 431) | HPDE-C7K KRASV12 cells, Alamar Blue viability, 48 h; higher % means a stronger effect | cytotoxicity, % at 10 µM; hits with a dose series show EC50 in µM | hit rate 1.7% among 63,000;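 active = compounds whose percent cytotoxicity in the single-dose primary screen, scaled between solvent and toxic-drug controls, exceeds 50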;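 note: 0% = DMSO solvent wells and 100% = doxorubicin-treated wells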
# Spn MK inh – blocks S. pneumoniae mevalonate kinase; inhibition, % at 10 µM; purified MK, PK/LDH-coupled NADH absorbance 340 nm; hit rate 0.48% among 65,000;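 active = ranked among the strongest by inhibition in the single 10 µM screen, a fixed top-ranked set picked for dose follow-up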; note: no value below 0 was filed
# PMK inhibit pilot replicates – further read-out of PMK inhibit, marked with its call; inhibition, %; measured here: pilot screen replicates
# Spn MK inh pilot replicates – second read-out of Spn MK inh, no call of its own (marks repeat the call); inhibition, %; measured here: pilot screen replicates
# DPM-DC inhibit pilot screen % – second read-out of DPM-DC inhibit, no call of its own (marks repeat the call); inhibition, %; measured here: pilot screen trials
# The depositor's hits bear a star; i = inactive; . = not tested or not shown. Cut-off read from the data, not from the text of the source, unless noted: active = cytotoxicity above about 50%; inactive = the rest.
SMILES,DPM-DC inhibit,LYP phosphatase,HT1080 viability,HPDE-C7 viability,Bfl-1 inhibitors,Alkaline phosphatase,PMK inhibit,HPDE-C7K KRASV12,Spn MK inh,others
Fc1ccc2nc3[nH]c4ccccc4c3nc2c1,i,5%,6%,22%,-3%,11%,9,16%,3,
COc1ccc(N2C(=O)CCC(C(=O)N3CCOCC3)C2c2ccc(F)cc2)cc1 (stereo not drawn),i,-7%,12%,-14%,4%,1%,0,-5%,6,
COc1ccccc1-c1nc(C#N)c(N2CCc3ccccc3C2)o1,.,.,29%,7%,2%,8%,4,20%,7,
CC1CCc2c(sc3ncnc(NCCN4CCOCC4)c23)C1 (stereo not drawn),i,1%,6%,-15%,4%,8%,12,-6%,2,
CCN(CC)c1nc2n(c(=S)n1)CCS2,i,5%,-16%,-6%,-2%,15%,12,-3%,7,
CCOC(=O)CN1C(=O)COc2ccc(C(C)(C)C)cc21,i,5%,4%,-19%,-3%,10%,10,-12%,0,
COC(=O)c1c(NC(=O)Cc2cccs2)sc(C)c1C,i,5%,1%,0%,5%,11%,0,10%,12,
Cc1nc(N2CCN(c3ccccc3)CC2)nc2c1C(=O)CC(C)C2 (stereo not drawn),i,4%,-7%,2%,-1%,-2%,13,-3%,7,
N#CC1=C(N)C(C#N)(C#N)[C@H](c2c(F)cccc2F)[C@H]2CC3(CC=C12)OCCO3,i,.,31%,19%,7%,4%,10,35%,4,
CC1=C(C(=O)Nc2cccnc2)C(c2ccc(C(C)C)cc2)n2ncnc2N1 (stereo not drawn),i,1%,-4%,3%,-2%,7%,13,-1%,3,PMK inhibit pilot replicates=4.0;Spn MK inh pilot replicates=0.5;DPM-DC inhibit pilot screen %=0.0
Cc1cc(S(=O)(=O)N2CCC(NC(=O)C34CC5CC(CC(C5)C3)C4)CC2)ccc1-n1cnnn1,i,.,5%,-14%,-3%,6%,12,-6%,9,
CC(=O)Nc1ccc(NC(=O)CN(c2ccccc2Cl)S(C)(=O)=O)cc1,i,10%,2%,-1%,-2%,8%,2,-13%,7,
CCCCC(=O)Nc1ccc(C(=O)NCC(=O)OC)cc1,i,-4%,4%,.,-2%,9%,6,.,12,
CCCCn1c(-c2ccccc2)nnc1-c1ccccc1,i,10%,8%,1%,-4%,7%,7,-5%,6,
Cc1nc2ccc(S(=O)(=O)N(C)CC(=O)NCc3ccc4c(c3)OCO4)cc2s1,i,-20%,2%,-6%,-6%,7%,11,-2%,1,
CCN(CC)CCOc1c(Br)ccc2c1sc1nc3n(c(=O)c12)CCC3,i,.,13%,39%,7%,8%,16,30%,6,
COC(=O)CN1C(=O)C(O)(CC(=O)c2ccccc2)c2ccccc21 (stereo not drawn),i,.,-75%,-29%,-7%,0%,0,-15%,1,
NC(=O)C1CCN(C(=O)N2c3ccccc3Sc3ccccc32)CC1,i,14%,4%,4%,1%,7%,8,-2%,0,
CCOC(=O)c1c(NC(=O)CSc2nc3c(c(=O)n(C)c(=O)n3C)n2CC)sc(C)c1C,i,-9%,-8%,-6%,6%,9%,7,19%,14,
O=C(NC1CCCC1)C(c1ccccc1)N(C(=O)c1ccno1)c1cccnc1 (stereo not drawn),i,6%,-5%,-7%,4%,4%,14,0%,2,
Cc1cc2nc3c(nc2cc1C)C1(C(=O)O)CCC3(C)C1(C)C (stereo not drawn),i,-9%,3%,-2%,-2%,1%,0,11%,6,PMK inhibit pilot replicates=1.0;Spn MK inh pilot replicates=2.0;DPM-DC inhibit pilot screen %=3.5
CCCCCSc1nncc(=O)[nH]1,i,.,.,6%,3%,4%,10,6%,2,
O=C(N1CCOCC1)C(F)(F)C(F)(F)C(F)(F)C(F)(F)C(=O)N1CCOCC1,i,5%,-4%,-4%,-4%,4%,0,4%,11,
CC12COC3(C(=O)Nc4cccnc4)CC1CCC32C (stereo not drawn),i,.,0%,-18%,-2%,0%,0,-23%,11,
Cn1c(=O)c2c(nc(SCCN3CCOCC3)n2Cc2ccccc2)n(C)c1=O,i,14%,-8%,.,.,.,16,.,0,

# Other records.
SMILES,DPM-DC inhibit,LYP phosphatase,HT1080 viability,HPDE-C7 viability,Bfl-1 inhibitors,Alkaline phosphatase,PMK inhibit,HPDE-C7K KRASV12,Spn MK inh,others
O=C1COc2ccc(OCc3ccc(F)cc3)cc21,i,18%,2%,-22%,-4%,9%,11,-18%,12,
O=C(c1ccc(=O)oc1)N1CCOCC1,i,7%,5%,0%,4%,7%,0,4%,20,
CCc1cc2c(=O)c(-c3nc4ccccc4n3C)coc2c(CN2CCOCC2)c1O,i,13%,5%,1%,-5%,6%,6,12%,1,
N#CC1=C(N)Oc2cc(N)ccc2C1C1CC=CCC1 (stereo not drawn),i,7%,28%,60%*,2%,10%,13,49%,9,
CC(=O)Nc1ccc2nc(-c3ccccn3)[nH]c2c1,.,.,7%,0%,-2%,2%,12,-2%,4,
COc1ccc(C(c2nnnn2Cc2cccs2)N2CCN(c3ccc(F)cc3)CC2)cc1OC (stereo not drawn),i,8%,-4%,-6%,0%,6%,12,-1%,5,
O=C(O)CNC1=NCCCCC1,i,12%,-6%,-18%,-1%,8%,12,-22%,4,
O=C(Nc1ccc2nn(-c3ccccc3)nc2c1)c1ccc2c(c1)OCCO2,.,17%,-4%,.,-2%,9%,0,.,9,
CC1CCCCC12NC(=O)N(CC(=O)NCCc1ccccn1)C2=O (stereo not drawn),i,.,17%,.,-10%,5%,9,.,0,
Cc1cccc(NC(=O)COc2nsnc2N2CCOCC2)c1,i,10%,-4%,-13%,-2%,-1%,7,-12%,0,
OC1(c2cccc(C(F)(F)F)c2)CCN(c2ncnc3c2[nH]c2ccc(F)cc23)CC1,i,.,0%,.,-1%,10%,1,.,7,
Cn1c(N)c(C(=O)NCc2ccccc2Cl)sc1=S,i,.,-2%,-26%,1%,15%,18,-17%,8,
CCOC(=O)C1(Cc2ccc(O)cc2)NC(c2ccco2)C2C(=O)N(c3ccccc3F)C(=O)C21 (stereo not drawn),i,.,13%,3%,-6%,11%,15,-6%,8,
Cc1ccc(C(=O)CSC2=C(C#N)C(c3ccco3)C3=C(CC(C)(C)CC3=O)N2)cc1 (stereo not drawn),i,12%,.,7%,-8%,15%,1,18%,2,
Cc1nc(C)c(C(=O)C2=C(O)C(=O)N(CCN3CCOCC3)C2c2ccco2)s1 (stereo not drawn),i,7%,0%,2%,2%,5%,13,-11%,14,PMK inhibit pilot replicates=0.0;Spn MK inh pilot replicates=0.0;DPM-DC inhibit pilot screen %=0.0
O=c1[nH]c(N2CCc3ccccc32)nc2c1CCCC2,i,-3%,-5%,-1%,-4%,11%,1,-12%,13,PMK inhibit pilot replicates=4.0;Spn MK inh pilot replicates=1.5;DPM-DC inhibit pilot screen %=5.0
CCOC(=O)C1CCN(C(=O)CCn2c(=O)[nH]c3ccsc3c2=O)CC1,i,20%,8%,-6%,-2%,19%,0,-4%,15,
COc1ccc(C(c2sc3nc(C)nn3c2O)N2CCN(CCO)CC2)cc1OC (stereo not drawn),i,-6%,-2%,-8%,0%,6%,0,-2%,4,
Cc1ccc(NC(=O)C2CCCN(S(=O)(=O)c3cnc[nH]3)C2)cc1C (stereo not drawn),i,.,-6%,-19%,-4%,23%,6,-2%,3,PMK inhibit pilot replicates=7.5;Spn MK inh pilot replicates=0.5;DPM-DC inhibit pilot screen %=3.0
CCOC(=O)CNC(=O)C(CO)NC(=O)OCc1ccccc1 (stereo not drawn),i,3%,-2%,-22%,-2%,8%,16,-5%,14,
COC(=O)C1=C(N)Oc2cc(N(C)C)ccc2C1c1ccccc1OC (stereo not drawn),i,.,42%,16%,-8%,3%,0,4%,1,
Cc1ccc(OCC(=O)Nc2nnn(C)n2)c(C)c1,i,.,-7%,-4%,4%,10%,19,-9%,0,
Cn1c(=O)c2c(nc(N3CCCCC3)n2CCSc2nc3ccccc3s2)n(C)c1=O,i,-1%,-20%,-25%,-8%,7%,4,-23%,6,
O=c1[nH]cnc2[nH]ncc12,i,6%,-2%,.,.,.,8,.,0,
O=C(c1ccco1)N1CCN(C(=O)c2cccc3c2C(=O)N(C2CCCCC2)C3)CC1,i,.,4%,-10%,-6%,-1%,6,1%,10,

# Continued:
SMILES,DPM-DC inhibit,LYP phosphatase,HT1080 viability,HPDE-C7 viability,Bfl-1 inhibitors,Alkaline phosphatase,PMK inhibit,HPDE-C7K KRASV12,Spn MK inh,others
CCOc1ccc(-c2nnc(-c3cccs3)o2)cc1OCC,.,7%,-5%,-7%,-5%,9%,14,0%,9,
CCOC(=O)N1CC=C2C(C#N)=C(N)C(C#N)(C#N)[C@H](c3ccsc3)[C@H]2C1,i,.,23%,.,21%,19%,19,.,13,
CSc1nc(-c2ccco2)nn1S(=O)(=O)c1ccc(C)cc1,i,-6%,-1%,5%,-2%,9%,1,8%,17,
O=C(NCC1CCCO1)c1cccc(N2CCCC2=O)c1 (stereo not drawn),i,-8%,-2%,-3%,-1%,14%,18,-3%,1,PMK inhibit pilot replicates=0.5;Spn MK inh pilot replicates=0.0;DPM-DC inhibit pilot screen %=1.0
CC(=O)C1=C(O)C(=O)N(CCC(=O)O)C1c1cccc(F)c1 (stereo not drawn),i,-6%,0%,-11%,-6%,7%,0,-16%,7,
O=C(c1cccs1)N1CCN(C2CCN(Cc3ccccc3)CC2)CC1,i,7%,5%,6%,-7%,7%,10,14%,8,
O=C(Nc1ccc2c(c1)OCO2)c1cnc2n(c1=O)CCS2,i,.,-9%,-5%,-3%,1%,14,0%,7,
CCOC(=O)c1ccccc1NC(=O)Nc1ccc(OC)c(OC)c1,i,3%,-1%,.,-6%,5%,4,.,17,
O=C(O)CSCCn1cccn1,i,5%,-3%,6%,1%,4%,9,6%,4,
COc1ccc(N=C2C(=O)Nc3ccccc32)cc1,i,0%,-47%,-37%,-4%,12%,6,-26%,9,PMK inhibit pilot replicates=1.5;Spn MK inh pilot replicates=2.0;DPM-DC inhibit pilot screen %=3.5
Cn1c(/C=C/N2CCOCC2)c(C(=O)c2ccc(Br)cc2)c(=O)n(C)c1=O,i,-6%,3%,-1%,-4%,8%,4,0%,3,
CC(C)(NC(=O)N1CCCC1)c1cccc(C(C)(C)NC(=O)N2CCCC2)c1,i,1%,-1%,-25%,-5%,8%,16,-19%,6,PMK inhibit pilot replicates=0.0;Spn MK inh pilot replicates=0.0;DPM-DC inhibit pilot screen %=0.0
O=C(CSc1nnc(-c2cccs2)n1Cc1ccco1)Nc1ccc2c(c1)OCO2,i,8%,1%,5%,-4%,13%,0,-13%,11,

# 4 compounds picked at random from the list so far:
SMILES,DPM-DC inhibit,LYP phosphatase,HT1080 viability,HPDE-C7 viability,Bfl-1 inhibitors,Alkaline phosphatase,PMK inhibit,HPDE-C7K KRASV12,Spn MK inh,others
CC(=O)C1=C(O)C(=O)N(CCC(=O)O)C1c1cccc(F)c1 (stereo not drawn),i,-6%,0%,-11%,-6%,7%,0,-16%,7,
O=C(c1cccs1)N1CCN(C2CCN(Cc3ccccc3)CC2)CC1,i,7%,5%,6%,-7%,7%,10,14%,8,
O=C(Nc1ccc2c(c1)OCO2)c1cnc2n(c1=O)CCS2,i,.,-9%,-5%,-3%,1%,14,0%,7,
Cn1c(/C=C/N2CCOCC2)c(C(=O)c2ccc(Br)cc2)c(=O)n(C)c1=O,i,-6%,3%,-1%,-4%,8%,4,0%,3,

# Compound activity (PubChem BioAssay)
